Screens (PubChem)
S1P4 ag – activates the human S1P4 receptor | O95977 | S1P4-expressing cell line, agonist reporter assay | activation, % at 4.98 µM | 220,000 tested, 0.35% active | AID 1509; in the data active = activation above about 11%;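 also: 0% = DMSO vehicle and 100% = reference agonist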
Target sequence (O95977 whole entry, looked up): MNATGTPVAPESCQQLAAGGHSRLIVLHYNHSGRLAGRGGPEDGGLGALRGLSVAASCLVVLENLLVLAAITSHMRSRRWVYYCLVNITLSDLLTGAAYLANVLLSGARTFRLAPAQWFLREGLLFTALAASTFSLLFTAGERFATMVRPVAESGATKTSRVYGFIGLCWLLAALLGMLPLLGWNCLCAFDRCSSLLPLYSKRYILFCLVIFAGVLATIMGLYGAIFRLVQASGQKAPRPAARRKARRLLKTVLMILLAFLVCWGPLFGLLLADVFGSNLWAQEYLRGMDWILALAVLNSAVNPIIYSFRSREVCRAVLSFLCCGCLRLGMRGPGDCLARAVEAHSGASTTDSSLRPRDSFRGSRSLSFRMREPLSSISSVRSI
Ba/F3 V617F tox – loss of viability in JAK2V617F-driven Ba/F3 cells. inhibition, % at 5.6 µM. 220,000 tested, 1.1% active. Ba/F3 EpoR-JAK2V617F viability, ATP luminescence;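 active = inhibition above the campaign mean plus 3 SD over all tested compounds, cut at about 24% in these data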;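 also: cytokine-independent growth of Ba/F3 cells driven by EpoR plus mutant JAK2; 0% = DMSO-treated cells and 100% = JAK inhibitor I control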
NPY Y1 blocker – NPY-Y1 (human) receptor antagonism | 200,000 tested, 1% active | inhibition, % at 3.6 µM | HEK293-CNG Y1 cells, membrane potential fluorescence; NPY at EC95, then isoproterenol;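 active = inhibition above the campaign mean inhibition of all tested compounds plus 3 SD, cut at about 20% in these data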;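 also: 0% = DMSO wells given NPY plus isoproterenol and 100% = isoproterenol alone without NPY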
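System: HEK293 cells with Y1 receptor plus CNG channel / Probe or stimulus: NPY 25 nM then isoproterenol 1 µM plus Ro 20-1724 25 µM / Compound: one concentration, 3.6 µM, in 0.4% DMSO / Schedule: compound incubation 1 h at room temperature, readout 45 min post-stimulation / Measured by: membrane potential fluorescence / Read-out: % inhibition of NPY effect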
NPY2 pot ag – potentiates or activates human NPY-Y2 receptor; P49146; cells expressing NPY-Y2, potentiator/agonist read-out; activation, % at 3.6 µM; 220,000 tested, 0.45% active; AID 1359; in the data active = activation above about 27%;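 also: cells stimulated with NPY near EC25 plus isoproterenol at EC100; 0% = vehicle plus submaximal agonist and 100% = vehicle plus saturating agonist; some results beyond the cut were filed as inactive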
Target sequence (P49146 whole entry, looked up): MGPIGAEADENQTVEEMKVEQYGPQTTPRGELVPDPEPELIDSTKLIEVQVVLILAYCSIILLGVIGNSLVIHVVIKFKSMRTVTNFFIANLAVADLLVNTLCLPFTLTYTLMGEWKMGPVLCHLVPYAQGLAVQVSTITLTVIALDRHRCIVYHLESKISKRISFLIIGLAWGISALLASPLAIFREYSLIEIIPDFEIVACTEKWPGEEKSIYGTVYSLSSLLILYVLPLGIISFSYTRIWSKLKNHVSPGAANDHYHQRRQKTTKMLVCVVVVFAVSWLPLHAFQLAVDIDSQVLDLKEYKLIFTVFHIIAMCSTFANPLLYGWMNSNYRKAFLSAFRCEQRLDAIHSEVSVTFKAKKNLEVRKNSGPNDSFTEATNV
p47phox inh – p47phox (human) inhibition | AID 1274 | 220,000 tested, 0.53% active | p47phox/p22phox peptide binding, fluorescence polarization, 2 h | inhibition, % at 24.7 µM;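 active = inhibition above about 30%, limit read from the data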;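 also: 0% = p47phox with labelled peptide and 100% = labelled peptide alone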
S1P4 antagonist – human S1P4 receptor antagonism | O95977 | S1P4-expressing cells, antagonist mode, reporter read-out | inhibition, % at 4.98 µM | 220,000 tested, 0.26% active; in the data active = inhibition above about 29%;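 also: 0% = wells stimulated with agonist and 100% = vehicle wells without agonist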
NPY-Y1 PAM-ag – potentiators or agonists of human neuropeptide Y receptor Y1; P25929; NPY-Y1 expressing cells, potentiator/agonist activation; activation, % at 3.6 µM; 220,000 tested, 0.37% active; in the data active = activation above about 33%, passing the limit was not always enough;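 also: cells stimulated with NPY at EC10 then isoproterenol at EC100; 0% = low agonist plus stimulus and 100% = saturating agonist plus stimulus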
BaF3 tox – reduces parental Ba/F3 cell viability, JAK2V617F counter-screen | CellTiter-Glo ATP luminescence | inhibition, % at 5.6 µM | 220,000 tested, 1.1% active;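 active = inhibition above a per-campaign cutoff, the mean inhibition of all tested compounds plus 3 SD, cut at about 27% in these data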;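 also: 0% = DMSO wells and 100% = JAK Inhibitor I control wells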
CHOP inh – inhibitors of CHOP induction in ER stress response | inhibition, % at 10 µM | CHO-K1 CHOP-promoter luciferase, tunicamycin-induced, 15-18 h | 220,000 tested, 3.8% active | AID 2732;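 active = compounds that reduced the stress-induced luciferase reporter signal by more than about 70% of percent inhibition, limit read from the data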;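 also: 0% = tunicamycin plus vehicle and 100% = wells without tunicamycin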
Active calls of the source: *; . = not tested or not shown.

SMILES	S1P4 ag	Ba/F3 V617F tox	NPY Y1 blocker	NPY2 pot ag	p47phox inh	S1P4 antagonist	NPY-Y1 PAM-ag	BaF3 tox	CHOP inh
C=CCNC(C(=O)Nc1cccc(OC)c1)c1ccccc1 (stereo not given)	0.1	-2	1	-7	-15	0	6	2	-5
O=C(NN1C(=O)C2C3C=CC(C4CC34)C2C1=O)c1cccc(Br)c1 (stereo not given)	0.3	-1	.	12	-4	3	9	-3	18
CC(=O)Nc1cccc2c1C(=O)N(c1cccc(C)c1)C2=O	1.5	2	-5	8	0	-12	-7	4	38
Cc1ccc(S(=O)(=O)N/N=C\c2cc3c(cc2Br)OCO3)cc1	0.8	-2	4	7	0	-19	-31	9	30
CCOC(=O)CCn1nnc(N)n1	-1.6	-1	-3	8	-12	-14	-1	9	-3
COc1ccc(CC(=O)NC(C)c2nnc(SCC(=O)Nc3cc(C)ccc3OC)n2C)cc1 (stereo not given)	-0.8	2	3	-1	-7	0	17	2	14
COC(=O)CNC(=O)C(NC(=O)OCc1ccccc1)C(C)C (stereo not given)	-0.5	2	2	-7	1	-9	3	4	28
COC(=O)c1ccc(COc2ccc(/C=N/O)cc2)o1	0.6	-2	4	2	9	-4	2	-1	-6
CC(=O)Nc1ccc2c(c1)nc(CN1CCCC1)n2C	-0.1	2	4	1	3	5	-6	5	-4
COC(=O)c1cncc(O)c1	1.4	1	5	-5	-10	-14	1	3	-10
COc1ccc(OC)c(CN(CCN2CCOCC2)C(=O)Nc2cccc(Cl)c2)c1	-0.3	3	3	-8	-7	0	-38	8	14
CC(=O)c1sc(NC(=O)c2cc(-c3ccccc3)nn2-c2ccccc2)nc1C	-0.7	-4	-1	11	-2	-6	37	4	-1
COC(=O)c1ccc2c(c1)NC(=O)C(N1CCOCC1)S2 (stereo not given)	2.0	0	1	4	-5	-25	7	6	-15
COc1cccc(C(=O)Nc2ccc(C(=O)O)cc2)c1	-0.8	-3	-2	6	-1	-15	3	0	5
COc1cc(CNCC(O)c2ccccc2)ccc1OCc1ccc(Cl)nc1 (stereo not given)	-1.7	0	1	5	-8	-20	4	4	-2
O=C1c2ccccc2C(=O)N1CCC(c1ccc(F)cc1)c1ccco1 (stereo not given)	-1.6	-1	2	-11	-12	-17	-13	2	2
NS(=O)(=O)c1ccc(-c2ccc(/C=C3\SC(=S)N(C4CCS(=O)(=O)C4)C3=O)o2)cc1 (stereo not given)	-0.9	-2	.	6	36*	8	22	0	0
O=C(N/N=C/c1ccc(O)c([N+](=O)[O-])c1)c1ccncc1	-1.0	-3	.	-3	-12	-5	-6	4	-8
Clc1cccc(CSC2=NCCCN2)c1	0.5	-3	-4	-14	-16	3	-14	3	3
CCOC(=O)Nc1ccc(C(=O)Oc2ccccc2)c(O)c1	-0.7	3	-1	-20	-8	1	0	5	37
COc1cc(Cl)c(C)cc1NC(=O)CNC(=O)Cn1cnc2ccccc2c1=O	-0.3	0	-10	-5	-5	-2	-3	5	-3
Cc1c(NC(=S)N2CCN(c3cccc(Cl)c3)CC2)c(=O)n(-c2ccccc2)n1C	1.4	3	-6	15	-5	-12	3	2	36
O=C(Cc1cccs1)NCc1ccc(F)cc1	-0.8	0	-6	-8	-8	3	-19	4	-7
CCOc1ccc(NC(=O)CCS(=O)(=O)c2ccc3c(c2)CCCN3C(=O)CC)cc1	0.3	0	8	-25	-7	-9	-4	9	-30
O=C1Nc2c(c(=O)[nH]c(=O)n2-c2ccccc2F)C(C(F)(F)F)(C(F)(F)F)N1	0.9	-2	1	-11	5	7	-25	1	-1

Next structures follow:
SMILES	S1P4 ag	Ba/F3 V617F tox	NPY Y1 blocker	NPY2 pot ag	p47phox inh	S1P4 antagonist	NPY-Y1 PAM-ag	BaF3 tox	CHOP inh
CC(C)Oc1cccc(C(=O)NC(=S)Nc2ccc(N3CCN(C)CC3)cc2)c1	1.1	-5	.	-24	-2	-6	12	7	-33
CC1CCc2c(sc3ncn4c(SCC(=O)NCc5ccco5)nnc4c23)C1 (stereo not given)	-0.2	3	0	4	-6	10	4	8	-15
NS(=O)(=O)c1ccc(CNC(=O)c2scc3c2CCCC3)cc1	1.9	-1	4	-5	-4	0	5	2	18
CC(C)=CCc1c2c(c3occ(-c4ccc(O)cc4)c(=O)c3c1O)C=CC(C)(C)O2	0.2	0	7	-2	-22	-10	-9	1	76*
O=C(Cn1ncc2c1-c1ccccc1OC2)Nc1cccc(Cl)c1	0.8	6	1	2	-13	2	-4	9	52
CCCc1nc(SCC(=O)N2CCCc3ccccc32)c2c(=O)n(C)c(=O)n(C)c2n1	-1.7	0	12	-14	-4	6	-23	5	70
CC1=NN(C(=O)CCc2ccc3c(c2)OCO3)C(O)(C(F)(F)F)C1 (stereo not given)	-0.1	-2	15	11	-10	-8	7	1	4
CCc1nnc(NC(=O)CN2C(=O)CCC2=O)s1	0.8	2	-2	-5	0	-15	-7	4	26
O=C(c1ccc(N2CCN(C3CC(=O)N(Cc4cccs4)C3=O)CC2)cc1)c1cccnc1 (stereo not given)	1.2	-2	-5	7	6	0	9	2	4
Cc1cc(C)cc(NC(=O)N2CCC(c3nc4ccccc4o3)CC2)c1	2.5	-2	-2	-7	-19	-27	-8	6	74*
Cc1ccc(C(C)C)c(OCCN)c1	-0.3	-2	9	13	-7	-4	-12	4	41
NNC(=O)CNS(=O)(=O)c1ccc([N+](=O)[O-])cc1	0.5	2	2	-14	2	-7	-1	4	26
CC1CCc2[nH]c3ccc(C(=O)NCCCOC(C)C)cc3c2C1 (stereo not given)	-0.1	0	7	-18	-7	1	-22	3	0
O=c1[nH]c(CN2CCN(S(=O)(=O)/C=C/c3ccccc3)CC2)nc2ccccc12	1.5	1	-2	-1	-9	0	0	4	22
CCOc1ccccc1-c1nc2c(C(C)(C)C)nn(C)c2c(=O)[nH]1	0.7	-2	-4	10	2	-8	6	1	34
CC(C)NC(=S)N1CCn2c(nc3ccccc32)C1	0.5	2	-4	-13	-9	-12	-9	6	19
N/C(=N\OC(=O)c1ccc(Cl)cc1)c1ccc(Cl)cc1	0.9	-4	7	3	-11	-25	2	0	47
O=[N+]([O-])c1c(NCc2ccccc2)cc(N2CCc3ccccc3C2)c2nonc12	0.2	0	0	-14	-40	-4	-3	5	29
Cc1ccc(C(=O)OCC(=O)N2CCc3ccccc32)cc1	-0.1	1	10	-1	0	-3	23	-1	-7
CC(=O)OC1CC2(C)C(=O)CCC2C2CCc3cc(O)ccc3C12 (stereo not given)	1.9	2	3	2	5	-14	8	2	5
O=C(COc1cccnc1[N+](=O)[O-])N1CCN(C(=O)c2ccco2)CC1	0.4	-3	0	-4	-3	3	0	-3	8
Cn1nc(C(F)(F)F)c(-c2ccc(Br)cc2)c1NC(=O)c1cccnc1	-0.9	-3	.	2	1	3	16	-2	21
C=CCN(CC=C)C(=S)Nc1cc(Cl)ccc1OC	1.0	1	8	-5	-7	-5	4	4	-2
BrC(=C\c1ccccc1)/C=N/N1CCN(c2ccccn2)CC1	-2.1	3	0	-7	0	-5	-4	-1	7
COc1cccc(NC(=O)CC2SC(=Nc3ccccc3)NC2=O)c1 (stereo not given)	2.4	-1	-5	3	-16	3	11	4	32

Some of the entries above in another layout:
compound | S1P4 ag | Ba/F3 V617F tox | NPY Y1 blocker | NPY2 pot ag | p47phox inh | S1P4 antagonist | NPY-Y1 PAM-ag | BaF3 tox | CHOP inh
BrC(=C\c1ccccc1)/C=N/N1CCN(c2ccccn2)CC1 | -2.1 | 3 | 0 | -7 | 0 | -5 | -4 | -1 | 7
O=C(N/N=C/c1ccc(O)c([N+](=O)[O-])c1)c1ccncc1 | -1.0 | -3 | . | -3 | -12 | -5 | -6 | 4 | -8
CCCc1nc(SCC(=O)N2CCCc3ccccc32)c2c(=O)n(C)c(=O)n(C)c2n1 | -1.7 | 0 | 12 | -14 | -4 | 6 | -23 | 5 | 70
COC(=O)CNC(=O)C(NC(=O)OCc1ccccc1)C(C)C (stereo not given) | -0.5 | 2 | 2 | -7 | 1 | -9 | 3 | 4 | 28
COc1cccc(NC(=O)CC2SC(=Nc3ccccc3)NC2=O)c1 (stereo not given) | 2.4 | -1 | -5 | 3 | -16 | 3 | 11 | 4 | 32

(cont.)
SMILES	S1P4 ag	Ba/F3 V617F tox	NPY Y1 blocker	NPY2 pot ag	p47phox inh	S1P4 antagonist	NPY-Y1 PAM-ag	BaF3 tox	CHOP inh
CCOC(=O)c1sc(Nc2nc(C)cc(C)n2)nc1C	0.0	6	.	-5	-3	-14	-7	-1	2
COc1ccc2cc(C(=O)Nc3ccccc3)sc(=O)c2c1OC	0.5	-1	-3	5	-12	-27	-15	5	-30
O=C1c2ccccc2COc2ccc(O)cc21	1.0	1	-2	1	4	-14	17	6	-16
N#C/C(=C\N1CCN(Cc2ccc3c(c2)OCO3)CC1)c1nc2ccccc2s1	1.5	-1	11	-16	-93	-9	-34	3	31
Cc1nc2ccccc2c2c1C(=O)NC2=O	-0.2	-3	.	-7	-8	5	-15	-1	-8
O=C(OCC(=O)N1CCCCCC1)c1ccc(S(=O)(=O)N2CCOCC2)cc1	0.1	2	-5	8	-4	-16	8	4	-12
Cc1cccn2c(CN(C)C3CCOC3)c(C(=O)N3CCCCC3)nc12 (stereo not given)	3.3	-2	3	14	18	-2	12	2	37
O=C(O)COc1ccccc1/C=N/NC(=O)CSc1nnc(SCc2ccccc2)s1	0.3	-3	.	2	-6	2	-1	1	-6
CCC(C)n1nnc2c(=O)oc3ccccc3c21 (stereo not given)	2.5	-4	-8	30	-7	-7	48	2	10
COC(=O)C1=C(C)N=C2SC(C)C(=O)N2C1/C=C/c1ccccc1OC (stereo not given)	1.0	-4	0	7	-15	-11	5	-1	27
O=c1c2cc(Cl)ccc2nc(-c2ccccc2)n1O	2.1	3	6	-16	-9	-17	-26	-1	28
COc1ccc2[nH]c(=O)c(CN(CCCN(C)C)C(=O)Nc3ccccc3)cc2c1	-0.6	-1	-1	9	-6	6	6	5	-32
CC1CCCCN1CC(=O)Nc1ccc(N2CCCCCC2)cc1 (stereo not given)	2.1	4	8	9	17	-10	31	5	20
C/C(=N/O)c1ccc(Oc2cnccn2)cc1	1.0	0	1	0	6	-15	15	2	10
CCOC(=O)c1c(NC(=S)NC)sc2c1CCCC2	2.5	-2	.	-16	1	-3	9	4	14
COC(=O)c1cccc(NC(=O)CSc2nnc(C)n2Cc2ccccc2)c1	0.3	-6	5	6	-12	0	1	3	29
Cc1ccc(S(=O)(=O)c2nc(Nc3nccs3)sc2Cl)cc1	0.5	4	8	-2	-28	-13	-14	5	72*
Cc1ccccc1C(=O)NC(CC(C)C)C(=O)Nc1ccc(F)c([N+](=O)[O-])c1 (stereo not given)	-3.8	-4	4	13	-1	8	20	0	-39
Cc1ccc(S(=O)(=O)N[C@@H](CC(C)C)C(=O)NCc2ccco2)cc1	-1.9	-3	-3	-7	-3	-7	-20	2	15
O=C(COC(=O)Cc1ccsc1)NCC12CC3CC(CC(C3)C1)C2	-3.7	-2	9	-9	-12	-11	8	5	65
CCCCCn1c(=O)c(C(=O)OCC)c(Cl)c2ccccc21	2.2	-4	.	-6	-10	-5	-2	-3	-6
O=S(Cc1cc(Sc2ccccc2)nc(-c2ccccc2)n1)c1ccccc1 (stereo not given)	-0.9	-1	2	8	-2	1	-36	3	54
Cc1c(C)n(C)c2ccc(C(=O)NCc3cccs3)cc12	-1.2	-2	7	9	-58	-7	7	4	18
O=C(NCc1ccccc1Cl)C(=O)NCC(c1ccco1)N1CCOCC1 (stereo not given)	1.2	2	1	-1	-5	-7	2	2	-4
OCCC1CN(Cc2cnc(-c3ccc(Cl)cc3)nc2)CCN1C1CCCCC1 (stereo not given)	0.5	0	-1	3	-10	-11	13	3	-11
